Screening results from PubChem.
SMARCA2 act: activators of SMARCA2 function; MG213 cells, MMTV-luciferase reporter, dexamethasone, overnight; activation, % at 9.1 µM; 1% of 370,000 active; in the data active = activation above about 7.8%;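 note: 0% = vehicle wells and 100% = reference activator wells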
ADAM17 inh: inhibits human ADAM17 | P78536 | recombinant ADAM17, EDANS/DABCYL FRET peptide cleavage | inhibition, % at 6.95 µM | 0.83% of 370,000 active | AID 720648;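 active = inhibition above the mean of compounds lying between control limits plus 3 SD, set per campaign, cut at about 8.5% in these data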;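 note: 0% = DMSO-only wells as the low control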
Target sequence (P78536 215-824 limits assumed): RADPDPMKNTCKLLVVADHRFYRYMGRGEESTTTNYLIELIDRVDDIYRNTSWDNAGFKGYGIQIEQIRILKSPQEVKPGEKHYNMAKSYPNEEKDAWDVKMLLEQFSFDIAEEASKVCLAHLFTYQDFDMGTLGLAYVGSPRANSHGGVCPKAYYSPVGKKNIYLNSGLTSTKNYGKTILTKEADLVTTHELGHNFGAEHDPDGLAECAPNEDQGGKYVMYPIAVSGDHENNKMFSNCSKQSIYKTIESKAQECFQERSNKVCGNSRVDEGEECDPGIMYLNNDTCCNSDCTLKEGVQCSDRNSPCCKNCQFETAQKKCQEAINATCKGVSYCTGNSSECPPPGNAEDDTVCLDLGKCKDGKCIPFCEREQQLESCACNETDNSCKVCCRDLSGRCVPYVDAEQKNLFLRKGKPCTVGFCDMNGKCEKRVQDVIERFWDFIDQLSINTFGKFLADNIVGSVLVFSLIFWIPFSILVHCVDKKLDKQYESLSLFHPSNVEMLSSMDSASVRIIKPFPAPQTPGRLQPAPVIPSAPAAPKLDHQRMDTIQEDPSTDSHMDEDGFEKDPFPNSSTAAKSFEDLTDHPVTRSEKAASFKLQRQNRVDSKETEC
ssDAF12 agonist: S. stercoralis DAF-12 activation, primary screen | HEK293 ssDAF-12/GRIP1 lit1-tk-luc reporter, luminescence; % of 3 µM dafachronic acid response | activation, % at 6.8 µM | 1% of 370,000 active | AID 652126;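 active = activation above the mean over all tested compounds plus 3 SD, cut at about 0.9% in these data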;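 note: 0% = DMSO-only wells and 100% = 3 µM delta7-dafachronic acid wells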
DAX1 inh-1: inhibits human nuclear receptor DAX1; P51843; HEK293 Gal4-DAX1 luciferase reporter, luminescence; inhibition, % at 6.75 µM; 0.99% of 340,000 active; AID 504766;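 active = inhibition above the mean over all tested compounds plus 3 SD, cut at about 4.2% in these data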;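 note: 0% = DAX1-transfected cells with DMSO and 100% = empty-vector control cells with DMSO; inhibition shows as a rise in luminescence from relieved DAX1 repression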
Target sequence (P51843 207-470 limits assumed): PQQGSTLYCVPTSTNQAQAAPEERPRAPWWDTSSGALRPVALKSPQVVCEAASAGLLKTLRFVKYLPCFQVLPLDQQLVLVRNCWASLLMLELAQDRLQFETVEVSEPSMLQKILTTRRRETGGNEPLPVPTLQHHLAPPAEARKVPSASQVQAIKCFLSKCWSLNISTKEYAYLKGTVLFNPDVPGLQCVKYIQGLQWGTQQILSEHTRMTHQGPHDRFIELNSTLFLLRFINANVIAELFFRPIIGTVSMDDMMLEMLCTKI
FXN GAA850 act: activators of GAA850 frataxin (FXN) promoter | HEK293 lucGAA850 FXN promoter luciferase reporter, 24 h; percent of 10 µM SAHA response | activation, % at 6 µM | 0.56% of 360,000 active | AID 540364;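 active = activation above the average of all compounds screened plus 3 SD, cutoff fixed separately per campaign, cut at about 7.5% in these data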;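 note: 0% = DMSO wells and 100% = 10 µM SAHA wells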
PG9 binder: small molecules binding HIV-1 gp120 antibody PG9. TR-FRET gp120-PG9 antibody binding. inhibition, % at 6.7 µM. 0.43% of 360,000 active; in the data active = inhibition above about 8.5%
GC-A act: GC-A (human) enzyme activation; P16066; HEK293 GC-A cells, cGMP TR-FRET, EC30 ANP; 0% at EC30 ANP, 100% saturating ANP; activation, % at 10 µM; 0.14% of 370,000 active; AID 1671463; in the data active = activation above about 40%
hcDAF-12 act: activates DAF-12 receptor from parasite H. contortus | HEK293 hcDAF-12 lit1-tk-luc reporter, luminescence; 0% DMSO, 100% Δ7-dafachronic acid | activation, % at 6.8 µM | 1.4% of 370,000 active | AID 652067;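 active = activation above the mean of all tested compounds plus 3 SD, cut at about 5.5% in these data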;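 note: 100% = response to 3 µM Δ7-dafachronic acid high control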
ADAM10 inh: inhibitors of human ADAM10; recombinant ADAM10, EDANS/DABCYL FRET peptide cleavage, 3 h; inhibition, % at 7 µM; O14672; 0.62% of 370,000 active;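 active = inhibition above a per-campaign cutoff equal to the mean of compounds falling between control-based bounds plus 3 SD, cut at about 20% in these data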;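 note: 0% = DMSO wells while the 100% control is not disclosed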
DAX1 inh-2: inhibitors of DAX1 repression of SF-1 activated StAR promoter | HEK293T StAR-luciferase reporter, SF-1/DAX-1 repression relief | inhibition, % at 6.8 µM | 1.1% of 370,000 active | AID 652010;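 active = inhibition above the mean over all tested compounds plus 3 SD, cut at about 3.6% in these data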;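 note: 0% = DAX-1 cells with DMSO and 100% = cells lacking DAX-1 with DMSO; higher inhibition means more luminescence from relief of DAX-1 repression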
hgDAF12 agonist: hgDAF-12 agonism, primary luciferase screen | HEK293 GAL4-hgDAF12 UAS-luciferase reporter, agonist luminescence; normalized to butyrate control | activation, % at 6.8 µM | 1.8% of 370,000 active;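 active = activation above a cutoff set at the mean of all screened compounds plus 3 SD, cut at about 10% in these data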;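 note: 0% = DMSO wells and 100% = sodium butyrate wells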
* = called active by the depositor; . = no result given.

molecule	ADAM17 inh	ssDAF12 agonist	PG9 binder	hcDAF-12 act	ADAM10 inh	DAX1 inh-1	DAX1 inh-2	hgDAF12 agonist	SMARCA2 act	GC-A act	FXN GAA850 act
Cc1cc(C)c(N2C(=O)CC(Sc3ccccc3N)C2=O)c(C)c1 (stereo not drawn)	2	-0.1	-0.4	1.4	4	-0.4	-1.4	-0.4	-2	0	-1.7
COc1ccc(CCN(Cc2ccccn2)C(=S)Nc2ccccc2C)cc1OC	-2	-1.2	-0.9	-0.1	5	-0.1	-0.1	-5.0	4	-1	-0.5
O=c1o[nH]c(-c2ccccc2)c1N=Nc1c(F)cccc1Cl	-1	-0.4	0.7	2.4	1	-0.7	-0.2	-1.0	-2	1	0.3
CC(=O)N1CCN(c2ccc(Oc3ncnc4sccc34)cc2)CC1	1	-1.3	0.3	-3.3	9	0.3	-0.7	-0.7	2	-5	-2.8
CN1CCN(c2nc3ccccn3c(=O)c2/C=C(\C#N)S(=O)(=O)c2ccc(Cl)cc2)CC1	-40	-0.8	0.8	0.1	-95	1.4	0.7	3.9	-4	0	-0.3
Cc1ccc(C(=O)NCC(=O)NCC(=O)OCC(=O)c2ccc(Br)cc2)cc1	-1	-0.9	0.5	-0.6	5	1.1	-0.8	-1.9	0	4	1.9
COc1cc(/C=N/NC(=O)c2ccncc2)ccc1OC(=O)c1ccco1	-4	-1.4	0.3	-1.6	1	-2.1	-0.4	0.9	3	3	-0.5
CC1CN(Cc2cc(=O)[nH]c(C(C)C)n2)CC(C)O1 (stereo not drawn)	-3	-0.5	0.3	-1.6	-8	-0.5	0.1	2.0	0	2	-0.4
Nc1[nH]c2cc(C(F)(F)F)ccc2c1C(=O)NCc1ccc(F)cc1	-3	-0.2	.	7.0*	0	.	-0.9	-0.4	-2	-2	.
CC1=NCCN1S(=O)(=O)c1cc(Cl)ccc1Cl	-4	-0.6	0.5	-1.4	-7	1.3	-0.3	-2.2	-3	-3	2.0
COC(=O)C1=C(C)N(Cc2ccccc2C(F)(F)F)C(=NCc2ccccc2)NC1CCc1ccccc1 (stereo not drawn)	-3	-1.3	-1.2	-0.5	7	.	-0.8	3.1	2	-23	.
CCOCc1cnc(C)nc1NCC(=O)c1c(C)[nH]c2ccc(OC)cc12	-4	-1.7	2.0	1.6	-1	-0.7	0.4	0.2	-2	-2	2.1
COc1ccc(S(=O)(=O)N2CCCCC2)cc1NC(=O)c1ccc(Cl)nc1	-2	-1.6	0.6	-2.4	-9	0.7	-0.4	-0.2	-1	-1	0.9
CC(=O)c1cccc(NC(=S)NNC(=O)c2ccco2)c1	-1	-1.4	-1.9	0.1	-5	0.0	0.6	3.2	-1	-1	-1.2
O=C(NCc1ccncc1)C(=O)NCC(c1ccco1)N1CCN(c2ccc(F)cc2)CC1 (stereo not drawn)	1	-1.8	1.1	0.0	-2	-1.5	-0.3	-0.8	-3	1	0.1
C=CCn1c(C(O)c2ccccc2)nc2ccccc21 (stereo not drawn)	-1	-1.1	0.8	-0.8	0	0.2	-0.9	-0.3	-2	-6	3.1
CC(C)(C)C(=O)N1CCN(c2ccc([N+](=O)[O-])c(NCC3CCCO3)c2)CC1 (stereo not drawn)	2	-1.8	-3.9	-0.2	5	-1.4	-0.8	-2.3	1	3	4.0
O=C(C[C@H]1CC[C@H]2[C@@H](COC[C@@H](O)CN2C(=O)c2cnccn2)O1)NCc1ccc(Oc2ccccc2)cc1	3	-0.6	-1.7	-2.0	1	.	-0.6	-1.2	-4	3	.
CCOC(=O)CC(=O)CSc1ncnc2c1cnn2-c1ccccc1	0	0.0	1.0	2.5	-12	0.2	0.8	9.3	3	8	3.9
COc1cc2cc(NC(C)=O)cc(NCc3ccccc3)c2cc1OC	-38	-1.2	-18	-3.7	-69	0.3	-0.1	-1.7	-4	-11	1.4
CC(C)c1cc(C(=O)N/N=C/c2cccnc2)n[nH]1	-3	-1.2	-3.9	-0.7	2	2.3	0.0	2.6	2	1	2.6
CSc1ccccc1C(=O)N1CCC(n2nccc2NC(=O)C(C)(C)C)CC1	-8	-0.7	-0.5	-1.6	-8	0.5	-0.7	-1.5	2	3	0.9
O=C(NC(=S)Nc1cccc2c(O)cccc12)c1cccc(Br)c1	-3	-1.1	-0.8	2.0	4	-1.9	-0.9	1.0	-2	-7	-0.8
CCOCCCNC(=O)CN1C(=O)c2cccc3cccc1c23	-28	0.2	0.5	-1.9	-60	-0.1	0.3	-0.8	0	1	0.5
Cc1ccc(-c2cc(C(F)(F)F)n3nc(C(=O)N4CCN5CCCC5C4)cc3n2)cc1 (stereo not drawn)	-21	-1.2	0.2	-1.6	-54	-0.8	-0.6	-0.3	0	8	0.1
Cc1cccc(C(=O)Nc2ccc(C(=O)c3ccncc3)cc2)c1	0	-1.1	-3.0	-1.8	5	-2.5	-1.3	-4.4	-7	2	0.2
O=C(NC1CC1)c1[nH]c(C(F)(F)F)nc1-c1ccccc1	0	-1.2	1.2	-1.1	5	.	-0.1	0.7	-2	1	.
O=C(O)CC(CC(=O)Nc1ccc(F)c(Cl)c1)c1ccc(Cl)cc1Cl (stereo not drawn)	2	-2.0	-1.1	-1.2	12	10*	0.5	0.8	-1	-14	1.3
CCC1CCCCN1CCCNC(=O)CSc1nc2nc(C)c(Cc3ccc(C)cc3)c(C)n2n1 (stereo not drawn)	-5	-0.7	-0.1	1.7	-11	2.1	1.2	1.6	-1	0	-0.7
CC(=O)c1ccc(S(=O)(=O)Nc2c(C)nn(C)c2C)cc1	-3	-0.8	0.5	-0.6	-8	-1.4	-2.2	0.8	-3	5	1.3
Cc1coc2cc3oc(=O)c(CCC(=O)NCCCN4CCOCC4)c(C)c3cc12	-20	-1.3	-0.6	-1.3	-87	1.2	-1.1	-0.8	1	6	-1.1
CCn1cc(/C=C(\NC(=O)c2ccccc2F)C(=O)NCCCn2ccnc2)c2ccccc21	3	-1.2	-2.1	-1.2	-2	-0.4	0.6	-1.8	0	2	-1.0
CCOc1ccc(C=Nn2c(-c3cccc(OC(C)C)c3)n[nH]c2=S)cc1	5	-1.9	.	0.1	2	.	0.8	0.2	-3	2	.
Cc1ccc(OCCCCNC2CCCC(C)C2C)c(C)c1 (stereo not drawn)	0	-1.6	-2.1	-2.0	-4	0.3	0.2	-2.1	-4	-11	-0.5
O=C(/C=C/c1ccccc1[N+](=O)[O-])NCCc1ccc(F)cc1	-4	-0.3	-2.8	-1.9	9	0.5	-0.2	5.7	0	1	-1.2
COCCn1c(N2CCCC2)nc2c1c(=O)[nH]c(=O)n2C	0	-1.1	0.8	-2.4	1	0.0	0.1	-0.8	-2	0	1.8
COc1ccccc1N1CCN(C2CCN(C(=O)COc3cccc(C)c3)CC2)CC1	1	-1.3	-1.3	-1.0	3	-0.5	-0.2	2.5	0	6	0.8
CCOc1ccc2ccccc2c1/C=N/NC(=O)c1ccncc1	-2	-1.1	-2.8	-1.9	-6	-2.4	0.2	-1.0	-3	-12	3.2
C[C@H]1CN([C@@H](C)CO)C(=O)c2c(c3ccccc3n2C)-c2ccccc2CO[C@H]1CN(C)C(=O)[C@@H]1CCCN1C	-5	-1.1	-3.8	-1.0	-10	0.4	-0.6	-2.5	-4	-6	0.3
N/C(=N\N=C\c1ccnc2ccccc12)SC1CC(=O)N(c2ccc(Br)cc2)C1=O (stereo not drawn)	4	-1.1	1.4	-1.2	6	0.2	0.5	1.5	-1	-3	0.1
O=C(Nc1ccc2c(c1)OCCO2)C1C(c2ccccc2)=Nc2ccccc2N1C(=O)c1cccnc1 (stereo not drawn)	-16	0.2	-0.5	11*	-42	.	13*	20*	3	0	.
Cc1cccc(NC(=O)COc2coc(CN3CCN(c4ccccc4)CC3)cc2=O)c1	0	-1.8	-1.0	-2.2	-3	0.7	-6.0	-2.5	0	0	-1.1
N#Cc1cc(C#N)c(N2CCN(c3cccc(Cl)n3)CC2)nc1N	1	-1.7	-1.6	-0.5	1	0.6	0.6	2.1	5	-7	6.8
COc1ccc(C2=NN(CN3C(=O)C(=O)c4ccccc43)C(c3ccc(OC)cc3)C2)cc1 (stereo not drawn)	1	-1.3	-2.4	1.2	5	-0.1	0.0	11*	6	-5	4.8
COCCN(CCOC)S(=O)(=O)c1ccc(C(=O)Nc2nc3c(s2)CCc2ccccc2-3)cc1	-6	-1.6	-1.3	-3.1	-24	-1.4	-0.7	-1.9	0	4	-0.6
CN(CC12CC3CC(CC(C3)C1)C2)C(=O)c1ccco1	-4	-1.2	-0.8	-2.5	-7	-0.2	-3.8	-0.7	2	0	1.8
C[C@H](N)C(=O)NC[C@H]1O[C@@H](n2cnc3c(N)ncnc32)[C@H](O)[C@@H]1O	1	-1.5	-2.6	0.0	-2	-0.3	0.0	-1.2	-4	-2	0.1
Cc1ccc(NC(=O)NC(=O)c2cnccc2C(F)(F)F)c(C)c1	1	0.7	-1.1	1.5	10	3.2	0.6	1.4	-3	1	-0.8
CC(Nc1ccc(Br)cc1)C(=O)NC(=O)NC1CCCCC1 (stereo not drawn)	4	-0.9	-0.4	-1.2	12	-0.7	0.7	1.2	-3	-1	-1.5
CCOCCOC(=O)COc1ccc2c(=O)c(Oc3ccc(OC)cc3)coc2c1	-4	0.0	0.7	3.6	-12	-0.3	0.1	-0.9	-2	30	0.8
CCCc1nc(SCC(=O)N2CCc3ccccc3C2)c2ccccc2n1	-2	-1.4	1.6	-1.2	0	-0.4	-0.7	-1.4	-1	-1	-1.9
